Scp1 inh: inhibitors of human Scp-1 phosphatase. Recombinant Scp1, phosphopeptide, malachite green phosphate absorbance. AID 493091. 340,000 tested, 0.88% active. inhibition, % at 20 µM. Q9GZU7;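 active = inhibition above about 50% at 20 µM, limit read from the data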;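 also: plate controls were DMSO wells with enzyme for no effect and wells lacking enzyme for full effect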
Target sequence (Q9GZU7 76-261 limits assumed): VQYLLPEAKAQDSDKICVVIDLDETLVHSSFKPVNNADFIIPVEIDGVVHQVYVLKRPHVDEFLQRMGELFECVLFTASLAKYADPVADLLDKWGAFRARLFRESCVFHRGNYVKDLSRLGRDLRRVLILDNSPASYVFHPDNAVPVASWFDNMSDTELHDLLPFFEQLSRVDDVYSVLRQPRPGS
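Times: enzyme reaction 45 min at room temperature, colour 5 min, stabilisation 30 min. Material: SCP-1 catalytic fragment, aa 76-261. Medium: Acidic Tris acetate buffer with magnesium and detergent. Signal: colorimetric free-phosphate detection, absorbance 630 nm. Read-out basis: % inhibition of SCP-1 phosphate liberation. Reagent: Phosphorylated 17-residue peptide substrate.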
LMPTP block: blocks human LMPTP phosphatase | 360,000 tested, 0.22% active | inhibition, % at 20 µM | recombinant LMPTP-A, OMFP fluorogenic substrate, fluorescence intensity | AID 651560;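 active = compounds that cut the enzyme signal by at least half of the control window in the single-dose screen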;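 also: plate controls were DMSO wells with enzyme plus substrate for no effect and substrate without enzyme for full effect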
Target sequence (P24666 whole entry, looked up): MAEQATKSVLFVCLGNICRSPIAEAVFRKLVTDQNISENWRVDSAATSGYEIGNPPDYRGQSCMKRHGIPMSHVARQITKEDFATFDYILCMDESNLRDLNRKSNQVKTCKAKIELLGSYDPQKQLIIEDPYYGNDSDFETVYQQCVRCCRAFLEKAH
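Assay system: LMPTP-A, protein tyrosine phosphatase of low molecular weight / Medium: pH 6.0 Bis-Tris buffer with DTT and Triton X-100 / Schedule: 50 min enzyme reaction at room temperature, protected from light / Measured by: endpoint fluorescence intensity from OMFP dephosphorylation / Read-out basis: % inhibition relative to no-enzyme and uninhibited control wells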
MT1-MMP act inh: blocks activation of human MT1-MMP. GFP/RFP ratio change, % at 20 µM. 360,000 tested, 0.061% active. HT1080 RFP-PRO-GFP cells, GFP/RFP ratio fluorescence, overnight; percent of plate control window, DMSO zero. AID 651647. P50281;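 active = GFP/RFP ratio change of at least 30% with cell ATP level not reduced by more than half and red fluorescence within 50% of control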; also: strong numbers were not always called active
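Material: RFP-PRO-GFP reporter HT1080 cells. Dosing: single-point 20 µM compound, 1% DMSO. Controls: DMSO and RFP-L50D-GFP cell wells. Timing: cells overnight before dosing, compound overnight, 37 °C, 5% CO2. Measure: GFP/RFP fluorescence ratio.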
NadD block: blocks S. aureus nicotinate mononucleotide adenylyltransferase; purified NadD enzyme, colorimetric absorbance read-out; inhibition, % at 20 µM; 360,000 tested, 0.78% active; AID 602399; in the data active = inhibition above about 26%; also: some compounds past the cut are filed as inactive
DNMT1 inh: blocks human DNA methyltransferase DNMT1; DNMT1 molecular beacon, Hinp1I cleavage, fluorescence; 360,000 tested, 0.83% active; AID 588458; inhibition (reported as % activation of signal), % at 10 µM; P26358; in the data active = inhibition above about 50%
CendR NRP1 mod: alters CendR peptide binding to human NRP-1; FAM-RPARPAR peptide binding to NRP-1, fluorescence polarization; 360,000 tested, 0.85% active; O14786; inhibition, % at 25 µM;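 active = inhibition or corrected inhibition above about 18%, plus a signal ratio from 0.5 to 1.5, limit read from the data, passing the limit was not always enough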; also: strong numbers were not always called active
Rpn11 inh: blocks the human proteasome subunit Rpn11; O00487; human 26S proteasome, Ub4-pepOG fluorescence polarization; 20S core pre-blocked with epoxomicin; calls only at 20 µM; 360,000 tested, 0.59% active; AID 588493;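 active = inhibition at 20 µM, scaled to each plate's controls, above about 33%, limit read from the data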
SUMO1 PPI mod: alters human SUMO1 binding to SIM partners; SUMO1 binding to a labelled peptide, TR-FRET, 1 h; inhibition, % at 20 µM; 360,000 tested, 0.33% active; AID 602429; in the data active = inhibition above about 37%
Target sequence (P63165 whole entry, looked up): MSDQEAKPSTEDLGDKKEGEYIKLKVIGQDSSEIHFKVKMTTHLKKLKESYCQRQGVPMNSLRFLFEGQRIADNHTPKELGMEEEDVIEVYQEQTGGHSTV
STEP inh: STEP (human) phosphatase inhibition. AID 588621. recombinant STEP, OMFP fluorogenic substrate, fluorescence. inhibition, % at 20 µM. 360,000 tested, 0.25% active;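 active = inhibition at 20 µM, scaled per plate between control wells, above about 37%, limit read from the data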;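 also: 0% = DMSO with enzyme and substrate and 100% = substrate only without enzyme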
Target sequence (P54829 whole entry, looked up): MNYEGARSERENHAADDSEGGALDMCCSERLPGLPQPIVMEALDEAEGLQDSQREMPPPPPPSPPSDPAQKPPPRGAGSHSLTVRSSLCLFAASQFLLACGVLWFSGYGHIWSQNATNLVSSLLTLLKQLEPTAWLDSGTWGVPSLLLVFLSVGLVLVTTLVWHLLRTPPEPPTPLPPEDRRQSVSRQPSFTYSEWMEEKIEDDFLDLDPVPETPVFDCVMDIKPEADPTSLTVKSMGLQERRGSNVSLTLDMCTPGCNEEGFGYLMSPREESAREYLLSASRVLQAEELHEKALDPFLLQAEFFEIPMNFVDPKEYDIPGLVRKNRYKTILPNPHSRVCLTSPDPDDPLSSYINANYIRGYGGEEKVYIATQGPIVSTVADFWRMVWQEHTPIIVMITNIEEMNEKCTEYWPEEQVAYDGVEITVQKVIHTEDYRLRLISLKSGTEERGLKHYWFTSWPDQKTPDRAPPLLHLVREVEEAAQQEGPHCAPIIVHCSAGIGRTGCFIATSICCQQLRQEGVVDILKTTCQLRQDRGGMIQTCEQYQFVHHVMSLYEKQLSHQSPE
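Material: STEP (striatal-enriched tyrosine phosphatase) enzyme, cell-free | Medium: 50 mM Bis-Tris pH 6.0 with 2.5 mM DTT and 0.005% Tween 20 | Read-out: Percent inhibition scaled to no-enzyme and uninhibited-enzyme controls, plate-pattern corrected | Signal: Fluorescence read at 480 nm ex / 540 nm em | Times: 20 min reaction, room temperature, in the dark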
SKN-1 block: C. elegans SKN-1 inhibition | C. elegans VP596 Pgst-4::GFP/RFP ratio, acrylamide-induced, 24 h | inhibition, % at 21.8 µM | 360,000 tested, 0.49% active | AID 624304;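 active = interference check ratio from 0.5 to 1.5 plus GFP to RFP signal ratio inhibition reaching or exceeding a fixed threshold, cut at about 30% in these data, passing the limit was not always enough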; also: some compounds called inactive have numbers as strong as hits
Active calls of the source: *; i = inactive; x = no result given.

SMILES | Scp1 inh | LMPTP block | MT1-MMP act inh | NadD block | DNMT1 inh | CendR NRP1 mod | Rpn11 inh | SUMO1 PPI mod | STEP inh | SKN-1 block
COc1ccc(-n2ncc3c(N4CCCCC4)ncnc32)cc1 | 6 | 0.8 | 2 | -4 | -2 | 1 | i | 3 | 0 | -12
O=C(c1ccco1)N1CCN(C(=O)c2ccc(CS(=O)c3ccc(F)cc3)o2)CC1 (configuration not stated) | 1 | -0.3 | -1 | -1 | 5 | 7 | i | -2 | -6 | -4
COc1ccc(OC)c(/C=C/C(=O)N(C)CC(=O)Nc2ccc(N3CCOCC3)cc2)c1 | 15 | 0.3 | 3 | -3 | 1 | 1 | i | -9 | 3 | -3
O=C(N/N=C/c1ccc2c(c1)OCO2)c1ccc(NC(=O)c2ccc(F)cc2)cc1 | 1 | 13 | -2 | 28 | 48 | 6 | i | -3 | 0 | 12
CC(=O)Nc1cccc(-c2ccnc3c2CC(C(=O)Nc2ccc4c(c2)OCO4)O3)c1 (configuration not stated) | x | -0.2 | 12 | -1 | -2 | -14 | i | 11 | -2 | 11
COC(=O)NCC(c1cccnc1)N1CCN(c2ccccc2OC)CC1 (configuration not stated) | -3 | -1.9 | 5 | -4 | -1 | -16 | i | 1 | -4 | 1
O=C(CSC1=Nc2ccccc2C2=NC(Cc3c[nH]c4ccccc34)C(=O)N12)NC1CCCCC1 (configuration not stated) | -2 | -1.1 | -6 | 10 | -6 | -13 | i | 1 | -1 | 6
Cc1nc(C(=O)NCCC(C)C)sc1C1(C)CC(c2ccccc2)=NO1 (configuration not stated) | -12 | -0.2 | -1 | -6 | 1 | 10 | i | 8 | -2 | -2
COc1ccc(Cl)cc1S(=O)(=O)n1nnc2ccccc21 | -1 | -0.3 | -2 | 4 | 4 | 12 | i | -5 | -1 | -1
COCCNC(=O)CCCn1c(=O)c2ccccc2n(CC(=O)NCCC2=CCCCC2)c1=O | -2 | -2.3 | 3 | 3 | 0 | 3 | i | 0 | -4 | 31
O=C(c1ccco1)N(Cc1nc2ccccc2c(=O)[nH]1)C1CCCC1 | 3 | -2.0 | -4 | 2 | -1 | 10 | i | 3 | -1 | -15
Nc1ccc(-c2nc3ncccc3o2)c(O)c1 | -7 | -0.2 | -4 | -5 | 2 | -10 | i | 0 | 0 | -13
O=c1c2ccccc2nc2n1CCC2 | -1 | -0.7 | 2 | 12 | 0 | -21 | i | 18 | -14 | 1
CC(=O)c1cccc(-c2ccnc3c2CC(C(=O)NCc2cccs2)O3)c1 (configuration not stated) | x | 0.7 | 14 | -1 | 6 | -14 | i | 1 | -1 | 25
Cc1c(Cl)c(-c2n[nH]c(=S)n2-c2ccccc2)nn1C | -34 | -0.7 | 3 | 2 | -5 | -14 | i | -2 | 1 | 4
Cc1nc(-c2cccc(S(=O)(=O)N3CCOCC3)c2)cs1 | -5 | 0.0 | 1 | 5 | -5 | 8 | i | 0 | 8 | 6
Cc1ccccc1CN(c1ccc(C(N)=O)cc1)S(C)(=O)=O | 5 | 0.3 | -5 | -3 | 9 | 15 | i | 8 | -4 | -25
C=CCn1c(C)cc(C(=O)CN2C(=O)c3ccccc3S2(=O)=O)c1C | 3 | -0.6 | 17 | -9 | -4 | -5 | i | 1 | -1 | 3
O=C(CCS(=O)(=O)c1ccc(Cl)cc1)NCCc1c[nH]c2ccccc12 | 0 | 0.9 | -2 | -1 | -10 | -4 | i | 0 | -1 | -8
O=C(NNc1cccc(Cl)n1)C(F)(F)F | -6 | -0.1 | -6 | 4 | 4 | -25 | i | -3 | 1 | 5
Cc1nc2c(C(=O)NCc3ccco3)cnn2c(C)c1Cc1ccc(F)cc1Cl | -6 | 6.4 | -7 | 6 | -3 | 9 | i | 2 | 4 | 14
Cc1ccc(-c2nnc(-c3cccc(Br)c3)o2)cc1 | -11 | 2.5 | -1 | -13 | 3 | 6 | i | -2 | 3 | -1
COc1ccc(-c2c3c(cc(C)[n+]2[O-])oc2ccc(OC)cc23)cc1 | -4 | -0.5 | -1 | 1 | 0 | 9 | i | 3 | 0 | -1
CC(C)c1ccc(NC(=O)C2C3C=CC4(O3)C2C(=O)N(CCCN2CCCCC2)C4C(=O)NC2CCCCC2)cc1 (configuration not stated) | -3 | -0.4 | 3 | -6 | 1 | 3 | i | -1 | -2 | 2
CCCN(CCC)CCCNC(=O)CNC(=O)c1nn(-c2ccc(OC)cc2)c(=O)c2ccccc12 | 0 | -1.6 | -2 | -8 | 1 | -3 | i | -14 | 0 | -17
CCOC(=O)C1CCN(C(=O)c2cc(S(=O)(=O)N3CCOCC3)ccc2C)CC1 | -1 | -0.1 | -1 | -1 | 4 | 10 | i | 6 | -2 | 2
CCCCNC(=O)c1ccc2nc(CC)c(N(CCC(C)C)CCN(C)C)n2c1 | x | -0.3 | -2 | -1 | 5 | 7 | i | 20 | 1 | -2
CC(C)(CCC(=S)N1CCOCC1)c1ccccc1 | -5 | -0.2 | -6 | -4 | -4 | 11 | i | -2 | 3 | 8
CCCCn1nnnc1C(c1cc2ccccc2o1)N(C)Cc1ccc(Cl)cc1 (configuration not stated) | x | 3.7 | -8 | 16 | x | -14 | x | 2 | x | 9
CC/S(CC1CC1(Cl)Cl)=N\S(=O)(=O)c1ccc(C)cc1 (configuration not stated) | 0 | -1.5 | 0 | -2 | 1 | 2 | i | 3 | 2 | 15
O=c1c2sccc2n(Cc2cccc(F)c2)c(=O)n1-c1ccc(F)cc1 | 4 | 0.3 | 6 | -3 | 3 | -11 | i | 1 | 4 | 9
O=C(NC(=S)Nc1ccc(Br)cn1)c1cncc(Br)c1 | -3 | -0.1 | 6 | 1 | 10 | -4 | i | -3 | -3 | -8
COc1ccc2c(O)c(-c3c(C)cc(C)cc3C)c(=O)[nH]c2c1 | 0 | 0.3 | -1 | 6 | 0 | 8 | i | 8 | -3 | 16
COc1cnn(-c2ccc(Br)cc2)c(=O)c1SCc1ccccc1 | -17 | -0.1 | 5 | 0 | -3 | -5 | i | -12 | -1 | 9
CCOC(=O)c1cnn2c(C)cc(-c3ccc(F)cc3)nc12 | -2 | 0.4 | -3 | -2 | -1 | -3 | i | -1 | -5 | 5
O=C1CC[C@@H](O)CCN1CC[C@H](Sc1ccc(Br)cc1)c1ccccc1 | -8 | 0.8 | 5 | -5 | 0 | 13 | i | -1 | -3 | 8
O=C(NCCCN1CCN(CCCNC(=O)c2ccc3c(c2)OCO3)CC1)c1ccc2c(c1)OCO2 | -7 | -0.3 | 2 | -7 | -2 | 0 | i | 1 | 1 | -5
CCc1nc2ccccc2c(C(=O)OCC(=O)Nc2ccc(NC(C)=O)cc2)c1C | 4 | 0.7 | 6 | 4 | -4 | 3 | i | 4 | -2 | 4
Cn1nc(C(C)(C)C)cc1C(=O)N1CCCCC1c1cc(C(=O)Nc2cccc(C#N)c2)no1 (configuration not stated) | x | 0.1 | -3 | 3 | -1 | 0 | i | 3 | 2 | -4
O=C(NNC(=S)NCc1ccco1)c1ccc(Cl)s1 | -1 | -2.4 | -7 | -17 | 0 | 8 | i | -4 | -2 | 5

Part of the list above with just Rpn11 inh and Scp1 inh:
| SMILES | Rpn11 inh | Scp1 inh |
| --- | --- | --- |
| CC/S(CC1CC1(Cl)Cl)=N\S(=O)(=O)c1ccc(C)cc1 (configuration not stated) | i | 0 |
| O=c1c2sccc2n(Cc2cccc(F)c2)c(=O)n1-c1ccc(F)cc1 | i | 4 |
| O=C(NC(=S)Nc1ccc(Br)cn1)c1cncc(Br)c1 | i | -3 |

Later entries.
SMILES | Scp1 inh | LMPTP block | MT1-MMP act inh | NadD block | DNMT1 inh | CendR NRP1 mod | Rpn11 inh | SUMO1 PPI mod | STEP inh | SKN-1 block
O/N=C(\c1ccc2c(c1)OCCO2)C1CCCCC1 | -1 | 0.2 | -6 | -4 | 0 | 1 | i | 13 | -2 | 18
COc1ccc(NC(=O)COc2ccc(-c3nn(C)c(=O)c4ccccc34)cc2)cc1 | -3 | 0.3 | -4 | -3 | -5 | 2 | i | -10 | 0 | -4
COC(=O)c1cc(C)sc1NC(=O)CSc1ncccn1 | -5 | 0.6 | 1 | 2 | -1 | -15 | i | -4 | 1 | -3
COc1c(Cl)ccc(Cl)c1C(=O)NCc1ccco1 | -4 | 0.0 | -7 | 1 | 0 | 1 | i | 2 | -1 | -1
Cc1nn(Cc2ccc(C(=O)Nc3nccs3)cc2)c(C)c1Cl | 0 | -1.4 | -5 | 3 | -9 | 2 | i | 12 | -3 | 0
CC(C)(C)NC(=O)C1CC(=O)N(CCc2ccc(F)cc2)C1 (configuration not stated) | -10 | -0.8 | -4 | 0 | -6 | -4 | i | 3 | 0 | 8
O=c1n(CCCN2CCN(c3cccc(Cl)c3)CC2)nc2ccccn12 | -9 | -1.4 | -1 | -2 | 1 | 3 | i | -3 | 1 | 4
O=C(NCCCCc1ccccc1)c1cc([N+](=O)[O-])cc([N+](=O)[O-])c1 | 13 | -0.3 | 1 | -3 | -39 | 9 | i | -32 | 0 | -6
CCCCc1c(C)nc(N)[nH]c1=O | 6 | 1.5 | -2 | 3 | -1 | 10 | i | 5 | 0 | 15
COc1cccc2cc(C(=O)N3CCCCC3C)c(=O)oc12 (configuration not stated) | 0 | 0.0 | 5 | 3 | 3 | -10 | i | -4 | -2 | -5
Cc1cc(C)c2c(NC(N)=S)n[nH]c2n1 | -5 | 1.9 | 3 | -7 | 3 | 0 | i | 3 | 1 | 3
Cn1c(CN2CCCCC2)nc2cc(NC(=O)c3cccs3)ccc21 | -1 | -1.3 | 7 | -5 | -2 | 1 | i | 27 | -2 | 9
CC(C)n1c(SCC(=O)NCc2ccco2)nc2c1c(=O)n(C)c(=O)n2C | 4 | -0.6 | 3 | -1 | 3 | -7 | i | 1 | -8 | 4
O=C(Nc1cccc(Cl)c1)Nc1nnc(CSCCOc2ccc(Cl)cc2)s1 | -8 | 0.4 | -29 | 7 | 22 | -3 | i | -2 | 2 | -2
Cc1cccn2c(=O)c3cc(C(=O)NCC4CCCO4)c(=N)n(C4CCCCC4)c3nc12 (configuration not stated) | 1 | -0.2 | -1 | -1 | 2 | -7 | i | -29 | 0 | -5
CC(C)C(=O)Nc1nnc(SCC(=O)Nc2ccc3c(c2)OCO3)s1 | -8 | -0.6 | 2 | -6 | -3 | -11 | i | 2 | 2 | -3

Assay outcomes as filed in PubChem BioAssay.
